# Screens as filed in PubChem.
# PERK inhibitor – blocks human PERK kinase. CHO PERK-DD fusion, SEAP luminescence translation reporter. inhibition, % at 5.6 µM. hit rate 0.17% among 220,000. AID 1416;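 active = inhibition above the mean inhibition of all tested compounds plus 3 SD, set separately per screening campaign, cut at about 2.9% in these data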;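 note: PERK kinase domain activated by AP20187 dimerizer at 100 nM; 0% = DMSO with dimerizer and 100% = rapamycin at 8.4 µM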
# NPY2 pot ag – potentiates or activates human NPY-Y2 receptor | P49146 | cells expressing NPY-Y2, potentiator/agonist read-out | activation, % at 3.6 µM | hit rate 0.45% among 220,000; in the data active = activation above about 27%;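 note: cells stimulated with NPY near EC25 plus isoproterenol at EC100; 0% = vehicle plus submaximal agonist and 100% = vehicle plus saturating agonist; some results beyond the cut were filed as inactive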
# Ba/F3 V617F tox – loss of viability in JAK2V617F-driven Ba/F3 cells; inhibition, % at 5.6 µM; AID 1446; hit rate 1.1% among 220,000; Ba/F3 EpoR-JAK2V617F viability, ATP luminescence;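 active = inhibition above the campaign mean plus 3 SD over all tested compounds, cut at about 24% in these data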;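 note: cytokine-independent growth of Ba/F3 cells driven by EpoR plus mutant JAK2; 0% = DMSO-treated cells and 100% = JAK inhibitor I control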
# MDM2 E3 inh – Mdm2 E3 ligase (human) inhibition | Q00987 | cell-based MDM2 ubiquitination luciferase reporter, 2 h; 0 = plate control, 100 = twice control, blank-subtracted | signal enhancement, % at 5 µM | hit rate 0.11% among 210,000 | AID 1230;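 active = signal enhancement of 30% or more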;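 note: luminescence tracks abundance of the self-degrading MDM2-luciferase fusion protein; higher signal means inhibition of MDM2 E3 ligase activity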
#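 Assay system: stable mammalian line carrying autodegrading MDM2–luciferase fusion reporter; amount: 2000 cells seeded into each well; buffer or medium: DMEM; benchmarks: plate control and blank wells; signal: luciferase luminescence; timing: 2 h compound exposure at 37 °C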
# eIF4E 4G PPI – eIF4E/eIF4G interaction inhibition in translation initiation; P63073+Q04637; TR-FRET eIF4E-eIF4GI(517-606) binding, 2 h; inhibition, % at 21.7 µM; hit rate 0.37% among 220,000;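 active = inhibition above about 30%, limit read from the data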;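 note: 0% = full FRET control wells and 100% = background wells lacking eIF4GI fragment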
# BaF3 parental – counter-screen for JAK2V617F inhibitors: parental Ba/F3 viability inhibitors | CellTiter-Glo ATP luminescence | inhibition, % at 5.6 µM | hit rate 1.1% among 220,000;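 active = inhibition above a per-campaign cutoff, the mean inhibition of all tested compounds plus 3 SD, cut at about 27% in these data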;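 note: 0% = DMSO wells and 100% = JAK Inhibitor I control wells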
# S1P4 agonist – agonists of human S1P4 receptor | activation, % at 4.98 µM | S1P4-expressing cell line, agonist reporter assay | hit rate 0.35% among 220,000 | O95977; in the data active = activation above about 11%;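 note: 0% = DMSO vehicle and 100% = reference agonist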
# Wee1 stabilizer – inhibitors of human Wee1 degradation; P30291; HeLa Luc-Wee1K328M stability, luciferase luminescence; 100% = proteasome inhibitor MG132 effect; reporter increase, % at 5 µM; hit rate 1.2% among 220,000;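 active = activation above the mean of all tested compounds plus 3 SD, set per screening run, cut at about 8.8% in these data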;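 note: cells exposed to compound for 20 h before luminescence read; 0% = DMSO alone and 100% = MG132 at 30 µM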
# S1P4 antag – human S1P4 receptor antagonism. O95977. AID 1510. S1P4-expressing cells, antagonist mode, reporter read-out. inhibition, % at 4.98 µM. hit rate 0.26% among 220,000; in the data active = inhibition above about 29%;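 note: 0% = wells stimulated with agonist and 100% = vehicle wells without agonist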
# Numbers without * were called inactive; · = not tested or not shown; & = joins results of further samples; [ ] = remark or other dose. Compounds as they come; overall some 4.1% were active at least once.
SMILES,PERK inhibitor,NPY2 pot ag,Ba/F3 V617F tox,MDM2 E3 inh,eIF4E 4G PPI,BaF3 parental,S1P4 agonist,Wee1 stabilizer,S1P4 antag
COc1cc(CNCCCCO)ccc1OCc1ccccc1F,-0.6,-11,2,-25,-1,9,-0.6,12*,-12
CCCCNC(=O)Nc1c(C)cc(SC#N)cc1C,1.4,-11,3,2,2,8,0.7,0,-8
Cc1cc(C(=O)OCC(=O)Nc2cccc(S(=O)(=O)N(C)C)c2)c2ccccc2n1,2.5,7,3,-11,-5,5,1.2,11*,-11
CC1CCN(CCNC(=O)c2ccc(NC(=O)C3CCCO3)cc2)CC1 (centres undefined),0.0,1,1,-18,-1,8,-0.7,9.3*,0
CCOC(=O)C1=C(C)S/C(=C\N(C)C)C1=O,0.8,1,-4,-18,0,-1,-1.1,0,15
COc1ccc(S(=O)(=O)N2CCOCC2)cc1NC(=O)COC(=O)c1ccc(C)s1,1.8,10,-2,3,-5,2,1.6,0,-11
Cc1cc(C)n2c(SCC(=O)N(C)C3CCCCC3)nnc2n1,1.7,6,0,-7,-2,7,1.7,0,-2
CC(C)OC(=O)CSc1nnc(-c2ccccn2)n1N,1.3,7,0,0,1,0,2.3,0,-30
Cc1nnc2sc(-c3ccco3)nn12,0.8,-12,-1,-27,10,1,-1.8,-3,2
O=C(Nc1c2c(nn1-c1ccc(F)cc1)CS(=O)C2)c1ccc(S(=O)(=O)N2CCOCC2)cc1 (centres undefined),0.3,-11,-1,-7,0,4,-0.7,2,1
CCOc1ccccc1NC(=O)C1CCCN1C(=O)OCc1ccccc1 (centres undefined),-0.3,8,-3,-21,-2,-1,-0.1,-1,-11
Cc1ccccc1-n1c(=O)c(C#N)cc2c(=O)n3ccccc3nc21,0.3,-2,1,-33,0,6,44*,7,-39
O=C(O)C1(NS(=O)(=O)c2ccc(F)c(Cl)c2)CCCCC1,0.2,-7,-5,0,-8,3,-1.7,-3,5
O=C1[C@@H]2[C@@H]3C[C@@H]([C@H]4ON=C(c5ccc(Cl)cc5)[C@@H]34)[C@@H]2C(=O)N1C1CCCCC1,1.0,0,-1,2,4[fluorescence artefact?],7,2.2,1,-6
COc1cc(/C=C2\NC(=S)N(C)C2=O)ccc1O,-0.1,-6,3,1,-2,7,-2.1,1,-4
Cc1cc(C)nc(N/N=C/c2ccccc2Cl)n1,1.2,-21,-4,-14,5,-8,0.1,2,-14
Cn1c(-c2cccc([N+](=O)[O-])c2)cnc1NCc1ccc(C#N)cc1,0.2,11,0,-16,4,6,-1.8,-1,7
Cc1ccccc1NC(=O)Nc1nc2ccc(S(C)(=O)=O)cc2s1,0.6,-6,3,-15,-1[fluorescence artefact?],6,-1.1,4,-8
Cn1c(=NC(=O)C(C)(C)C)sc2cccc(F)c21,0.9,1,-4,-6,-4,-4,1.1,-2,-3
Cc1ccc(C)c(Cn2c(=O)n(CCC(=O)NCc3ccco3)c(=O)c3ccccc32)c1,1.0,1,4,-2,-37,10,1.3,1,-11
Cc1ccccc1Nc1c(-c2ccc(N3CCOCC3)cc2)nc2cnccn12,-1.0,39*,-1,-8,0,-2,0.6,7,3
O=c1c(N2CCOCC2)c(N2CCOCC2)c1=O,1.0,0,-9,1,7,2,0.9,-2,0
COCCCNC(=S)N1CCC(C(=O)c2ccc3c(c2)OCCO3)CC1,-0.2,-2,-2,-8,0,6,-1.6,5,-2
CC(=O)CCc1ccc(OC(=O)c2cccnc2)cc1,0.1,13,-2,-16,6,4,0.9,0,-11
Cc1ccc(N/C=C(/C#N)c2ccsc2)cc1C,0.1,-7,-4,9,0,1,-4.1,1,6
Cc1ccc(S(=O)(=O)N2CCN(CCC#N)CC2)cc1,1.0,10,-1,-4,3,3,2.2,-4,-9
O=C(Nc1ccc(F)cc1F)N1CCC(c2nc3ccccc3o2)CC1,1.8,-12,1,-18,-1,6,-0.1,1,-12
Cc1ccc(/C(N)=N/OC(=O)c2cccc(F)c2)cc1,1.4,9,-4,-16,0[fluorescence artefact?],3,-7.2,-3,9
O=C(OCC(=O)N1CCN(C(=O)c2ccco2)CC1)c1cc(-c2ccc(F)cc2)nc2ccccc12,-1.0,3,0,-35,-11[fluorescence artefact?],7,-1.2,-1,6
COc1ccc(Br)cc1C(=O)NCc1cccnc1,1.0,12,-3,-18,12,4,1.0,0,-29
NC(=O)CCC(=O)N1CCCC(C(=O)c2ccc3c4c(cccc24)CC3)C1 (centres undefined),-0.1,-1,3,-7,2,10,2.0,-3,-8
O=C(COC(=O)c1cnccn1)c1ccc2c(c1)CCCC2,0.5,3,2,-20,-5,0,1.3,4,-2
CCc1ccc(C(=O)COC(=O)C(Cc2ccccc2)NC(=O)c2ccc(Cl)cc2)cc1 (centres undefined),1.6,8,-1,-4,-3,1,1.6,2,-8
O=C(/C(C=Nc1ccc(F)cc1)=C(/O)c1ccco1)C(F)(F)F,-0.9,-1,-3,-32,4,-5,2.1,1,10
O=C(Nc1nnc(CSCc2ccccc2F)s1)c1cccc([N+](=O)[O-])c1,0.2,7,-5,-7,8[fluorescence artefact?],4,0.8,1,-7
C#CCNc1nc(C(C)C)nc2c1nnn2Cc1ccccc1F,-0.3,2,4,-4,4,12,1.0,-3,-20
O=C(O)/C=C/c1ccc2c(-c3ccccc3)onc2c1,0.0,1,3,-15,-11,7,-1.2,5,-8
Cc1cc(C)n(-c2nc(O)cc(=O)[nH]2)n1,0.7,-3,-1,2,1,-2,-2.0,1,7
Cc1cc(C(=O)CSc2nnc(-c3cccnc3)n2-c2ccccc2F)c(C)n1CC1CCCO1 (centres undefined),-0.8,17,-1,-7,-8,4,0.9,-2,-2
COc1ccccc1NS(=O)(=O)c1cccc(C(=O)N/N=C/c2c(C)nn(-c3ccccc3)c2N2CCCC2)c1,-1.0,26,5,-23,-3,8,-0.7,8,-11

# Single records, from the list above. Values in the order: PERK inhibitor	NPY2 pot ag	Ba/F3 V617F tox	MDM2 E3 inh	eIF4E 4G PPI	BaF3 parental	S1P4 agonist	Wee1 stabilizer	S1P4 antag
# Profile of Cc1cc(C)n(-c2nc(O)cc(=O)[nH]2)n1 → 0.7	-3	-1	2	1	-2	-2.0	1	7
# Profile of O=C(COC(=O)c1cnccn1)c1ccc2c(c1)CCCC2 → 0.5	3	2	-20	-5	0	1.3	4	-2
# Profile of Cc1ccccc1Nc1c(-c2ccc(N3CCOCC3)cc2)nc2cnccn12 → -1.0	39*	-1	-8	0	-2	0.6	7	3

# Further results follow.
SMILES,PERK inhibitor,NPY2 pot ag,Ba/F3 V617F tox,MDM2 E3 inh,eIF4E 4G PPI,BaF3 parental,S1P4 agonist,Wee1 stabilizer,S1P4 antag
CCOC(=O)c1sc(NC(=O)CSc2nnc(C(C)C)n2CC)nc1C,-0.3,-20,4,-7,-2,8,2.0,4,-4
O=C(O)C(Cc1c[nH]c2ccccc12)N1C(=O)c2ccccc2C1=O (centres undefined),1.6&1.9,0&-15,1&3,-4&-9,-4&-2,-1&2,0.7&1.6,0&0,-4&-3
CS(=O)(=O)N(CC(=O)N1CCCCCC1)c1cccc(Br)c1,0.5,19,-1,-6,1,3,-0.3,0,0
Cc1cc(C)cc(NC(=S)NC2CC3CCCC(C2)N3C2CC2)c1 (centres undefined),1.0,21,0,-1,0,5,0.5,0,-6
Cc1cccc(Cc2cnc(NC(=O)C3=NCCN3)s2)c1,0.4,-32,0,-11,-2,8,-1.1,3,-19
CCn1cc(C(=O)NCc2ccco2)c(=O)c2cc(F)c(N3CCN(C(=O)c4ccco4)CC3)cc21,-0.7,16,8,-12,8,5,-2.1,6,-6
Cc1ccc(-c2nnc(SCC(=O)NC3CCCc4ccccc43)n2N)cc1 (centres undefined),-0.2,6,-2,-1,-1,5,1.2,-3,-10
Cc1ccc(/C=C2\SC(=S)N(CCC(=O)NNC(=O)c3ccncc3)C2=O)cc1,0.6,17,-5,-4,-5,1,0.8,0,8
O=C1CCCC(O)=C1C1C2=C(CCCC2=O)OC2=C1C(=O)CCC2,1.0,1,-2,-11,0,1,2.4,-1,-27
N=c1c2c(n(Cc3ccc(Cl)c(Cl)c3)c3c1CCC3)CCCC2,-0.4,11,88*,-20,-7,76*,1.6,-1,1
CCCC(C(=O)N1CCOCC1)N1C(=O)C2C3C=CC(C3)C2C1=O (centres undefined),1.2,5,-6,-20,1,-3,0.5,-1,-4
Cc1cccc(Nc2c(-c3ccc(O)cc3)nc3ncccn23)c1,0.2,29,3,-14,4,5,0.1,4,0
CC(C)=CCN1CCN(Cc2cn[nH]c2C2CCCCC2)CC1CCO (centres undefined),0.0,-6,7,1,1,8,1.1,0,-1
CCOc1ccc(CCNC(=O)C2CCN(S(=O)(=O)N3CCC(C)CC3)CC2)cc1OCC,-0.1,-12,2,-2,0,7,1.8,0,-10
CN(C)C=NCCn1c(N2CCOCC2)nc2c1c(=O)n(C)c(=O)n2C,0.5,7,-4,-30,-2,-3,-0.4,0,-8
COc1ccc(CNC(=O)C(c2ccncc2)N(C(=O)Cc2cccs2)c2ccccc2C)cc1 (centres undefined),0.9,-14,-5,-39,-6[fluorescence artefact?],2,0.4,1,-4
O=S(=O)(NCc1csc(-c2ccccc2)n1)c1ccc(Cl)s1,-0.6,-5,-3,-22,1,1,1.8,1,-5
CCSCCOC(=O)C1=C(C)N(C)C(=O)NC1c1cc(OC)ccc1OC (centres undefined),0.3,11,-1,-22,-4,8,2.4,1,-8
CC1CCN(S(=O)(=O)c2ccc3c(c2)c(=O)c(C(=O)NCc2ccco2)cn3C)CC1,-0.8,1,1,0,2,3,1.7,-1,15
FC(F)(F)c1cccc(NC(=S)N2CCN(c3ccccc3)CC2)c1,1.1,-2,0,-9,2,6,-1.1,-3,-8
O=C(CSC1=NCCS1)Nc1nc2ccccc2s1,0.3,3,-4,·,-2,2,0.1,2,-11
O=C(/C=C/c1cccc([N+](=O)[O-])c1)NCC1CCCO1 (centres undefined),0.0,-10,-1,-12,·,-1,0.1,-3,-7
CC(C)(C)C(=O)Nc1ccc(C(=O)OC2CCCCC2)cc1,0.1,7,-3,-32,-1,1,-2.9,1,2
Cc1sc(NC(=O)c2ccco2)c(CN2CCC(C)CC2)c1C,-0.3,-4,-4,-9,-3,0,-1.0,0,-24
CCCN1C(=O)/C(=C/c2ccc(C)o2)SC1=Nc1ccc(OC)cc1,0.9,-4,3,-8,-6,12,1.3,-2,10
Cc1cc(Cl)ccc1NC(=S)Nc1ccccn1,0.4,-3,-4,-4,-8,-1,2.9,15*,-1
COc1cc(/C=N/Nc2nc(Nc3ccccc3)nc(N3CCCCC3)n2)ccc1OCC(=O)O,0.5,0,-3,-13,0,2,1.5,1,-5
CCOC(=O)CSc1ccc2nnc(-c3cccnc3)n2n1,2.1,-1,-2,-18,4,7,-1.4,-2,-3
CCCN(CC(=O)Nc1ccc(Cl)cc1Cl)Cc1cc(=O)n2ccsc2n1,0.0,-20,-2,-2,2,0,2.0,-2,3
O=C(Nc1ccc(Cl)c(-c2nc3ccccc3[nH]2)c1)c1ccc2c(c1)OCO2,-1.8,4,5,-9,-1,4,-1.4,-1,4
O=C(N/N=C/c1ccccn1)C1CC1,1.0,1,1,-19,-6,5,-3.7,-1,3
COCCNC(=O)c1ccc(-n2c(SCc3ccncc3)nc3ccccc3c2=O)cc1,-0.9,-6,2,-6,2,5,-0.6,-1,9
O=C(CCc1ccccc1)NCCSc1ccccc1,1.0,-4,1,-33,2,0,-0.7,0,6
